SRC1 inh – inhibitors of human steroid receptor coactivator 1 (SRC1); Q15788; HEK293 GAL4-SRC1 luciferase reporter, luminescence; inhibition, % at 3.6 µM; hit rate 0.12% among 360,000; AID 588354;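 active means inhibition above the campaign mean plus 3 SD, with each screening campaign given its own cutoff, cut at about 60% in these data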;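 further: 0% = DMSO treated cells and 100% = gossypol at 36 µM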
TWEAK-Fn14 inh – inhibitors of TWEAK-Fn14 interaction signaling | TWEAK-stimulated Fn14 reporter cells, luciferase luminescence, 8 h | inhibition, % at 10 µM | hit rate 2% among 360,000; in the data active means inhibition above about 50%
Granule exo inh – lytic granule exocytosis inhibition; hit rate 0.66% among 360,000; AID 651702; TALL-104 LAMP-1 surface exposure, flow cytometry; cells stimulated with thapsigargin and PMA; inhibition, % at 10 µM;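 active means inhibition above about 55%, limit read from the data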
TLR9-MyD88 block – inhibitors of human TLR9-MyD88 binding | Q9NR96+Q99836 | CHO BLA complementation TLR9-MyD88, CCF4 FRET ratio | inhibition, % at 4.98 µM | hit rate 0.21% among 340,000;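 active means inhibition above the mean over all tested compounds plus 3 SD, cut at about 21% in these data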;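 further: 0% = DMSO only wells and 100% = clavulanate BLA inhibitor control wells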
LRH-1 inv ag – suppresses constitutive activity of human LRH-1; inhibition, % at 3.6 µM; HEK293T StAR-luciferase reporter, LRH-1 transfected, 24 h; hit rate 0.13% among 360,000;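 active means inhibition above the mean inhibition of all tested compounds plus 3 SD, cut at about 73% in these data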;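 further: 0% = DMSO wells and 100% = reporter-only cells lacking LRH-1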
ABHD5 PLIN5 PPI – blocks binding of human ABHD5 to perilipin-5. Split G. princeps luciferase complementation, luminescence, 4 h. inhibition, % at 4 µM. hit rate 0.78% among 360,000. AID 602281;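 active means inhibition above the mean inhibition across every tested compound plus 3 SD, cut at about 22% in these data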;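 further: 0% = DMSO only wells and the 100% control is not disclosed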
TROY NFkB inh – blocks TROY-dependent signaling in reporter cells. inhibition, % at 10 µM. AID 1347056. hit rate 0.98% among 360,000. Q293 LMP1-TROYcd NF-kB luciferase reporter, 4 h;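 active means compounds whose plate-normalised and pattern-corrected inhibition of the luciferase reporter signal at the single screening dose is 50% or more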
NR2F2 inh – NR2F2 (human) inhibition, primary screen. P24468. HEK293T NGFI-A luciferase reporter, luminescence. inhibition, % at 8.6 µM. hit rate 0.7% among 370,000. AID 686940;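 active means inhibition above a per-plate cutoff, mean inhibition of test wells between control levels plus 3 SD, cut at about 38% in these data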;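 further: cells cotransfected with COUP-TFII expression vector driving the NGFI-A reporter; 0% = median of COUP-TF2 test wells and 100% = reporter-only cells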
Target sequence (P24468 whole entry, looked up): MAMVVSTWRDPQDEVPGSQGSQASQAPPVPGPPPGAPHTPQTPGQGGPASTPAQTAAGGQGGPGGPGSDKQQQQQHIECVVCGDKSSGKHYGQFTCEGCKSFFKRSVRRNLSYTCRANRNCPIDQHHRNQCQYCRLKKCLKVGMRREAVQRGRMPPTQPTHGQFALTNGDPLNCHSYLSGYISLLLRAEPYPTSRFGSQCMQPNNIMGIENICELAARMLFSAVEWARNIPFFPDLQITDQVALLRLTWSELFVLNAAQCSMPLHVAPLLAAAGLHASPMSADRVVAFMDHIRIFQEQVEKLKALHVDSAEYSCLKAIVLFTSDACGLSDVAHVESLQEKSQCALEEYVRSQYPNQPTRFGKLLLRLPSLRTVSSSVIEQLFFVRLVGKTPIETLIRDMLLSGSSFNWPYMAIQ
SRC3 inh – inhibits human SRC3 coactivator. inhibition, % at 3.6 µM. hit rate 0.17% among 360,000. HEK293 GAL4-SRC3 luciferase reporter, luminescence. Q9Y6Q9;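 active means inhibition above a per-campaign cutoff, the mean of all compounds plus 3 SD, cut at about 60% in these data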;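 further: 0% = DMSO-treated cells and 100% = gossypol-treated cells at 36 µM; higher means less SRC3-driven luciferase light from the GAL4 reporter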
NOD2-RIPK2 inh – blocks binding of human NOD2 to RIPK2; CHO BLA complementation NOD2-RIPK2, CCF4 ratio; inhibition, % at 4.98 µM; hit rate 0.38% among 360,000; AID 624267; in the data active means inhibition above about 21%;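 further: 0% = vehicle only and 100% = reference blocker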
Target sequence (O43353 whole entry, looked up): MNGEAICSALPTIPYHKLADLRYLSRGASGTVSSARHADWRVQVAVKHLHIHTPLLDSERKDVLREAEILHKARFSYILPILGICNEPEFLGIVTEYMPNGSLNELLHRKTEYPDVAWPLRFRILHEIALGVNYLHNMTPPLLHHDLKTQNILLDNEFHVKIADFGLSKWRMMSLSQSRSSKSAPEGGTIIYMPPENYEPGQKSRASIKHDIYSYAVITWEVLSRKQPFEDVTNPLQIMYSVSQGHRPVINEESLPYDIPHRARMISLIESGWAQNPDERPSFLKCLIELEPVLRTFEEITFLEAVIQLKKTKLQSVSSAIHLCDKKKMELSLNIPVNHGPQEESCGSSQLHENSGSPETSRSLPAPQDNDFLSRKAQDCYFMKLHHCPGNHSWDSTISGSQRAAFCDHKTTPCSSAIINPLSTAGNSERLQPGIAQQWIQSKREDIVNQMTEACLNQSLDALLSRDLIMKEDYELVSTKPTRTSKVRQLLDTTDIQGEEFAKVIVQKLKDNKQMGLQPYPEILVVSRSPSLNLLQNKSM
NCOA2 inhibitor – human SRC2 (NCOA2) inhibition; Q15596; HEK293 GAL4-SRC2 luciferase reporter, luminescence; inhibition, % at 9 µM; hit rate 0.17% among 370,000; AID 651957;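 active means inhibition above the mean inhibition of all tested compounds plus 3 SD, set per campaign, cut at about 52% in these data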;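 further: 0% = DMSO treated cells and 100% = cells given Gossypol at 36 µM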
Numbers without * were called inactive; x = no result given.

SMILES	SRC1 inh	TWEAK-Fn14 inh	Granule exo inh	TLR9-MyD88 block	LRH-1 inv ag	ABHD5 PLIN5 PPI	TROY NFkB inh	NR2F2 inh	SRC3 inh	NOD2-RIPK2 inh	NCOA2 inhibitor
Cc1ccc(Sc2ncccc2/C=N/O)cc1	-2	40	6	7	-6	-7	-6	-17	0	2	-25
Nc1nc(N=Nc2ccc(O)cc2)cc(=O)[nH]1	2	-8	6	6	5	5	2	17	-23	-8	2
Cc1ccc(-n2cccn2)cc1	-1	-5	-4	7	-3	-3	24	-16	2	-4	-33
N#C/C(=C\c1cccs1)Sc1nc2ccccc2s1	-9	3	-1	6	7	12	-48	-16	-26	-2	-31
CCOC(=O)c1ccc(NC(=O)Oc2ccccc2)cc1	-1	-4	-2	5	4	-8	-44	-7	-8	-4	-25
COc1ccc(C(=O)O)cc1N1C(=O)Nc2ccccc2N1O	4	-6	-4	-4	6	-1	22	-2	8	0	3
COc1cccc(NC(=O)C2CCCN2C(=O)Nc2cccc(F)c2)c1 (stereo unspecified)	-4	16	0	1	22	11	-19	5	15	-2	25
CC1Cc2ccccc2N1CC(=O)Nc1ccc2c(c1)OCO2 (stereo unspecified)	11	-25	0	-6	4	-6	-1	12	3	8	12
CCc1noc(C)c1C(=O)NCCc1ccc(F)cc1	9	-9	-20	-10	-30	-2	0	-1	-9	-2	4
COc1cccc(COc2ccc(N(C)S(=O)(=O)c3ccccc3)cc2)c1	-11	6	72*	0	-13	1	-3	0	1	-6	8
Cc1noc(C)c1-c1ccc(C(=O)NCc2cccnc2)c2occc12	11	30	0	x	11	-2	-1	-56	0	-5	-46
Cc1ccc(NS(=O)(=O)c2cc(C(=O)O)ccc2Cl)cc1	-10	0	2	-16	13	-1	-2	-7	5	-12	-27
Cc1c(CC(=O)N[C@@H](C)C(=O)O)c(=O)oc2cc3occ(-c4ccccc4)c3cc12	5	-7	1	-11	-12	-8	-4	9	-31	-13	-42
Cc1cc(NC(=O)c2ccccc2Cl)ccc1NC(=O)c1ccccc1Cl	-13	-38	0	-6	5	1	-7	-14	8	-3	-4
CN(CCC#N)C(=O)CSc1ncnc2sc(-c3ccccc3)cc12	-32	16	-1	1	-17	8	-42	-31	-6	0	8
COc1ccc(NC(=O)C2CC(=O)NC3=C2C(=O)CC(C)(C)C3)cc1 (stereo unspecified)	6	5	0	3	2	-1	6	8	0	3	-4
CC1=C(C(=O)NCc2ccccc2)C(c2cccs2)NC(=S)N1 (stereo unspecified)	-6	7	-2	1	13	1	-1	-2	14	5	-22
c1cncc(-c2nnc(SCc3cccc4ccccc34)o2)c1	-26	-5	-3	2	-5	8	7	-20	-4	-4	16
CCCCN(C(=O)COC(=O)COc1c(C)cc(C)cc1C)c1c(N)n(CCC)c(=O)[nH]c1=O	4	6	-4	1	0	10	-10	-8	14	-9	11
O=C(COC(=O)c1ccco1)Nc1ccc2c(c1)OCO2	-17	-22	5	-11	0	-4	-25	2	-15	9	1
Nc1ncnc2c1ncn2[C@@H]1O[C@H](C(=O)N2CCC[C@@H]2C(=O)OCc2ccccc2)[C@@H](O)[C@H]1O	13	-13	0	x	16	11	1	-7	13	-5	-10
CC(=O)N1CCSc2ccc(S(=O)(=O)NCCc3cccc(C)c3)cc21	19	15	22	-8	-6	-5	12	12	14	-4	13
Cc1c(C(=O)Oc2cc(N)n(S(C)(=O)=O)n2)cccc1[N+](=O)[O-]	-8	-17	-1	3	11	-10	12	1	-6	-8	4
Cc1ccc2cc(CN(Cc3ccccc3)Cc3nnnn3C3CCCC3)c(=O)[nH]c2c1	-6	4	-2	-3	-1	-4	12	2	15	-2	10
Cc1occc1C(=O)Nc1ccc([N+](=O)[O-])cc1Br	8	5	-10	-11	-18	-4	13	-23	-11	-9	-8
c1ccc(-c2csc(-c3cccnc3)n2)cc1	-64	-5	-2	-9	-24	-5	-50	-2	-10	-6	-38
O=C(Oc1cccc(NC(=O)c2ccco2)c1)c1cccc(S(=O)(=O)N2CCCC2)c1	-8	11	-1	-6	-16	3	18	-5	-34	1	-22
CC(=O)NCCNc1nc2cc(-c3cc(F)ccc3C)sc2c(=O)n1C	-36	4	0	x	4	2	9	-4	-10	-13	-3
CC(Sc1nc2ccccc2s1)C(=O)Nc1nnc(C(C)C)s1 (stereo unspecified)	7	13	7	-8	-4	-11	15	x	2	-3	x
CC(=O)Nc1nc2nc(-c3ccccc3)cc(-c3ccccc3)n2n1	-1	16	-2	3	3	5	-7	4	-23	1	-30
CC1Nc2ncnc(N3CCN(c4ccccc4)CC3)c2N(Cc2ccc(Br)cc2)C1=O (stereo unspecified)	-2	10	1	4	-33	-3	14	-7	-4	0	9
O=C(Cn1nc(C(=O)O)c2ccccc2c1=O)Nc1cc(Cl)cc(Cl)c1	-52	-6	-6	-1	14	17	-16	16	-27	-16	-32
CCOC(=O)C1=CCN(S(=O)(=O)c2ccccc2Cl)C1c1ccc(Cl)c(Cl)c1 (stereo unspecified)	10	5	-4	x	5	-11	-39	8	-2	0	25
CCOc1ccccc1NC(=O)COC(=O)COc1c(Cl)cc(Cl)c2ccc(C)nc12	-27	-9	14	12	9	-4	10	8	6	2	11
COc1ccccc1C(C)NCC(=O)NCc1ccc(C)cc1 (stereo unspecified)	-2	-16	12	9	-4	0	5	5	13	-3	-3
C/C(N)=C(/C#N)C(=O)COC(=O)c1cc(-c2ccc(C)cc2)nc2ccccc12	-1	-22	51	5	-12	-1	3	8	16	-7	14
COc1ccc(S(=O)(=O)NCCCN2CCCC2=O)cc1OC	5	7	3	-4	11	6	-27	2	8	8	4
CCN(CC)S(=O)(=O)c1cc(NC(=O)COC(=O)c2ccc(NC(=O)CC#N)cc2)ccc1C	0	-1	-2	9	-24	2	14	10	-15	-1	-14
O=C(NCCc1ccccc1)c1nccc2ccccc12	-47	-12	-8	-4	-78	-2	-73	-22	-62	-6	-40
Cc1noc(C)c1C(=O)Nc1ccccc1N1CCOCC1	-18	-8	-5	-1	-1	-7	9	-1	4	4	-5
Clc1ccccc1-c1ccc2ncnc(NCc3ccc4c(c3)OCO4)c2c1	-28	-7	3	-2	3	3	10	1	1	-10	-10
CCOC(=O)c1c(C)[nH]c(C)c1S(=O)(=O)N(C)CC(=O)Nc1ccccc1C	4	8	0	10	24	2	-9	-3	27	11	-11
CCOC(=O)c1ccccc1OCc1cc(/C=N/n2cncn2)ccc1OC	-2	30	2	1	13	2	6	-8	9	-3	-22
CCOC(=O)C1=CC[C@@H](c2ccccc2)N(S(=O)(=O)c2ccc(C)cc2)[C@H]1c1ccccc1C	7	9	1	x	-2	-3	12	-12	21	-4	-4
COC(=O)c1c(NC(=O)CSc2nccn2C)sc(C)c1C	-28	6	-4	-2	-1	-11	-3	9	-5	-4	-1
CSC1=C(C#N)C(=O)NC(c2ccc(Cl)cc2)S1 (stereo unspecified)	0	24	7	-1	-1	5	-11	4	9	3	-28
COc1ccccc1/C=C/C(=O)NC(=S)Nc1ccccn1	-53	-4	-14	3	-42	-5	-30	-34	-66	2	-23
CSCCC(NS(=O)(=O)c1ccc(C)cc1)C(=O)NNC(=O)c1csc(N2CCOCC2)n1 (stereo unspecified)	-14	12	-2	3	-2	-3	11	-10	-9	6	-3
CCN1CCN(CCCNC(=O)C2c3ccccc3C(=O)N(c3ccc(OC)cc3)C2c2ccc(OC)cc2)CC1 (stereo unspecified)	-9	6	-3	1	8	6	-6	-18	9	-4	13
C/C(=N\NC(=O)c1ccc(N/N=C(\C)c2ccc(O)cc2)cc1)c1ccc(O)cc1	-43	3	-1	-1	-54	0	5	-18	-41	-5	-29
CCCOc1ccc(C(=O)Nc2ccc(CN3CCOCC3)cc2)cc1	-6	-7	5	8	-22	1	-10	0	-13	3	11
O=C(CN1CCOCC1)n1c2c(c3ccccc31)CCCC2	3	-3	-8	-7	-4	10	-10	-16	14	-7	-7
NC(=O)C1(N2CCCCC2)CCN(C(=S)Nc2cc(F)cc(F)c2)CC1	-49	14	1	16	18	-3	2	14	2	-5	-20
NC(=O)CC(NC(=O)c1cccc(Br)c1)c1ccc(NC2CCC2)c([N+](=O)[O-])c1 (stereo unspecified)	-2	-10	-3	2	-1	2	2	10	-11	3	-19
O=C(Nc1ccccc1)OCCc1ccccn1	-133	23	0	9	-98	-1	-23	-38	-92	-4	-42

Sorted by value in TLR9-MyD88 block (high to low): some entries from above
compound | TLR9-MyD88 block
NC(=O)C1(N2CCCCC2)CCN(C(=S)Nc2cc(F)cc(F)c2)CC1 | 16
CCCOc1ccc(C(=O)Nc2ccc(CN3CCOCC3)cc2)cc1 | 8
NC(=O)CC(NC(=O)c1cccc(Br)c1)c1ccc(NC2CCC2)c([N+](=O)[O-])c1 (stereo unspecified) | 2

In the list so far, these contain a Cl atom:
SMILES	SRC1 inh	TWEAK-Fn14 inh	Granule exo inh	TLR9-MyD88 block	LRH-1 inv ag	ABHD5 PLIN5 PPI	TROY NFkB inh	NR2F2 inh	SRC3 inh	NOD2-RIPK2 inh	NCOA2 inhibitor
Cc1ccc(NS(=O)(=O)c2cc(C(=O)O)ccc2Cl)cc1	-10	0	2	-16	13	-1	-2	-7	5	-12	-27
Cc1cc(NC(=O)c2ccccc2Cl)ccc1NC(=O)c1ccccc1Cl	-13	-38	0	-6	5	1	-7	-14	8	-3	-4
O=C(Cn1nc(C(=O)O)c2ccccc2c1=O)Nc1cc(Cl)cc(Cl)c1	-52	-6	-6	-1	14	17	-16	16	-27	-16	-32
CCOC(=O)C1=CCN(S(=O)(=O)c2ccccc2Cl)C1c1ccc(Cl)c(Cl)c1 (stereo unspecified)	10	5	-4	x	5	-11	-39	8	-2	0	25
CCOc1ccccc1NC(=O)COC(=O)COc1c(Cl)cc(Cl)c2ccc(C)nc12	-27	-9	14	12	9	-4	10	8	6	2	11
Clc1ccccc1-c1ccc2ncnc(NCc3ccc4c(c3)OCO4)c2c1	-28	-7	3	-2	3	3	10	1	1	-10	-10
CSC1=C(C#N)C(=O)NC(c2ccc(Cl)cc2)S1 (stereo unspecified)	0	24	7	-1	-1	5	-11	4	9	3	-28

Assay outcomes from PubChem.

Not all compounds are listed; rates above refer to the full screens.
